# NCI-60 one-dose screen, 48 h, at 10 µM unless noted. Numbers give growth in % (100 = growth as untreated, 0 = no growth, -100 = all killed).
# SK-OV-3: SK-OV-3 ovarian cancer cells | 80,000 compounds, 3.2% hits
# OVCAR-8: OVCAR-8 ovarian cancer. 81,000 compounds, 4.4% hits
# SF-295: SF-295 CNS cancer cells | 79,000 compounds, 5.6% hits | AID 1794758
# PC-3: PC-3 prostate cancer cells | 80,000 compounds, 3.9% hits
# OVCAR-3: OVCAR-3 ovarian cancer; 79,000 compounds, 7% hits
# OVCAR-4: OVCAR-4 ovarian cancer cells | 80,000 compounds, 3.7% hits
# U251: U251 CNS tumor cells | 80,000 compounds, 5.4% hits | AID 1794753
# DU-145: DU-145 prostate cancer; 81,000 compounds, 4.2% hits
# OVCAR-5: OVCAR-5 ovarian cancer; 82,000 compounds, 2.9% hits; AID 1794783
# Starred values were filed as active, the others as inactive; nt = not tested or not shown; & = joins results of further samples; [ ] = remark or other dose. The calls were made as follows: active = growth percent below 10; inactive = the rest.
SMILES,SK-OV-3,OVCAR-8,SF-295,PC-3,OVCAR-3,OVCAR-4,U251,DU-145,OVCAR-5
CCOC(=O)/C(=C(\[O-])OCC)[n+]1ccccc1,104.2,106.3,104.7,91.3,107.0,84.0,112.1,112.2,81.1
c1cc(-c2nnc(Nc3ccc4c(c3)OCCO4)o2)[nH]n1,106.2,nt,88.0,96.7,112.7,95.9,nt,117.0,108.5
COc1ccc(C(=O)c2cc(OC)c(OC)c(OC)c2)cc1/C=C/C(=O)c1ccc(O)cc1,18.5,22.3,29.9,54.1,-10.5*,43.6,0.4*,26.4,69.5
CSC(=S)O[C@@H]1CC(C)(C)CC2C3=CCC4[C@@]5(C)CCC(=O)C(C)(C)C5CC[C@@]4(C)[C@]3(C)CC[C@]21C(=O)O (stereo not given in full),108.9,62.7,81.1,47.5,93.7,98.8,76.2,84.4,104.2
NCC(O)C(O)C(O)CO (stereo not given),96.7,91.0,108.6,80.5,111.1,123.5,95.8,115.8,112.3
COC(=O)CNC(=O)[C@@H](OC)[C@@H]1Cc2cc3cc(OC4CC(OC5CC(O)C(O)C(C)O5)C(O)C(C)O4)c(C)c(O)c3c(O)c2C(=O)[C@H]1OC1CC(OC2CC(OC3CC(C)(O)C(O)C(C)O3)C(O)C(C)O2)C(O)C(C)O1 (stereo not given in full),24.3,12.4,6.9*,12.9,3.7*,3.0*,9.9*,17.2,16.4
CCC(C)NC(=O)/C=C/c1ccccc1 (stereo not given),107.7,107.2,92.9,98.3,109.2,96.2,95.6,112.7,108.6
Cn1c2ccccc2c2c3c(c4c5cc(F)ccc5oc4c21)C(=O)N(O)C3=O,87.7,72.8,84.6,64.0,nt,91.6,78.5,79.2,104.8
CC(C)OC(=O)C#N,94.6,105.0,96.2,96.7,101.3,105.5,102.8,102.3,99.4
NC(=O)NC(=O)/C=C\C(=O)OCCOC(=O)/C=C\C(=O)NC(N)=O,86.8,96.7,107.7,77.1,115.0,124.7,95.6,110.7,107.1
CCN(CCO)C(=O)C(C)O (stereo not given),116.3,107.0,102.4,107.5,107.9,99.8,113.5,107.0,100.5
CCC(C)CCC(O)C(C)CO (stereo not given),85.3,105.9,95.7,78.8,122.8,99.9,92.0,114.9,95.2
COc1ccc(-c2c3c(cc4cc5ncccc5nc24)[C@H]2CC[C@]4(C)C(=O)CC[C@H]4[C@@H]2CC3)cc1,81.0,57.4,73.9,42.4,60.0,74.2,65.1,71.9,67.9
O=C1CC(=O)N(CCc2ccncc2)C(=O)N1CCc1ccncc1,78.8,106.8,103.2,91.0,110.3,105.7,100.6,106.9,101.2
Cc1cccc(N2C(=O)C=CC2=O)c1,nt,105.1,144.0,103.6,115.7,112.1,110.5,115.1,104.9
Fc1cc(-c2nn(CN3CCOCC3)c(=S)n2/N=C/c2ccc(Cl)cc2)c(Cl)cc1Cl,108.2,105.8,108.0,73.3,nt,108.3,96.6,126.2,118.9
O=C(Nc1cccc(Cn2c(=O)[nH]c3ccc(Oc4ncccn4)cc3c2=O)c1)Nc1ccccc1F,89.7,89.1,92.3,102.1,92.8,66.7,93.3,88.0,96.2
O=C(Nc1cccc(-n2cc(-c3ccncc3)c(-c3ccc(Cl)c(O)c3)n2)c1)Nc1cccc(C(F)(F)F)c1,21.2,10.6,nt,4.3*,0.8*,41.5,15.8,23.1,62.4
CCc1nnc2sc(/C=C/c3cccc(C(F)(F)F)c3)nn12,137.9,94.1,97.1,103.9,108.6,98.6,81.9,102.0,113.8
CN(Cc1ccccc1)c1nc(Cl)c(/C=C/C(=O)c2ccc(Cl)cc2)s1,95.7,52.6,68.5,57.9,88.1,98.1,33.3,80.9,68.0
CCOC(=O)N(Cc1ccccc1)C1CC1,110.4,97.7,76.0,96.2,115.8,118.5,105.7,107.3,94.1
Cc1cc(Cl)c2ccc(N(C)C)cc2n1,97.4,101.7,100.0,101.0,103.9,105.1,92.8,112.9,105.5
O=C(N/N=C/c1ccccc1SSc1ccccc1/C=N/NC(=O)c1ccccc1)c1ccccc1,43.0,24.9,38.2,40.2,31.1,38.5,34.1,35.3,85.2
O=C(NC1CCCCC1)Oc1ccccc1-c1ccccc1,92.0,99.0,nt,74.6,114.3,83.5,97.2,113.8,87.3
COc1cc2c(cc1OCCCN1Cc3ccc(OCCCCC(=O)N4CCC(CCN5CCCC5)CC4)cc3C1)N=C(N)C21CCCC1,71.7,97.9,100.5,79.9,99.2,77.0,79.2,95.2,101.5

# Pulled by compound from the entries so far (2):
SMILES,SK-OV-3,OVCAR-8,SF-295,PC-3,OVCAR-3,OVCAR-4,U251,DU-145,OVCAR-5
CCC(C)CCC(O)C(C)CO (stereo not given),85.3,105.9,95.7,78.8,122.8,99.9,92.0,114.9,95.2
O=C(Nc1cccc(-n2cc(-c3ccncc3)c(-c3ccc(Cl)c(O)c3)n2)c1)Nc1cccc(C(F)(F)F)c1,21.2,10.6,nt,4.3*,0.8*,41.5,15.8,23.1,62.4

# Additional structures follow:
SMILES,SK-OV-3,OVCAR-8,SF-295,PC-3,OVCAR-3,OVCAR-4,U251,DU-145,OVCAR-5
Cc1nn(-c2ccccc2)c2nc(Cl)c(/C=C/C(=O)c3ccccc3)c(-c3ccccc3)c12,102.4,nt,105.4,100.9,115.5,106.9,104.5,115.3,102.6
O=C1/C(=C\c2ccc(F)cc2)CN(C(=O)c2ccccc2F)C/C1=C\c1ccc(F)cc1,11.1,1.6*,-30.7*,-34.3*,-29.8*,-5.5*,-63.0*,-10.4*,21.6
CC1CCCc2c1cc(C(=O)CBr)c1ccccc21 (stereo not given),102.4,96.1,94.4,80.5,98.2,115.9,94.6,100.9,99.0
CC1=NN(CNc2nc3c(C)ccc(C)c3s2)C(=O)C1,105.7,101.8,106.5,80.7,118.1,102.8,nt,122.0,110.3
O=c1[nH]c2ccccc2s1,94.6&89.6&105.6,88.6&97.5&106.9,123.7&92.0&106.5,99.5&78.2&96.0,100.9&104.6&105.7,100.8&105.9&99.8,114.2&95.0&101.7,116.2&104.4&103.0,116.5&101.6&105.2
CCCCSc1ccccn1,102.0,102.6,133.8,101.8,112.9,107.4,103.8,126.2,103.2
CC(O)c1cccnc1 (stereo not given),105.5,101.0,98.7,98.6,116.0,117.8,106.2,122.1,105.6
C=C(C)[C@@H]1CC[C@]2(C(=O)N[C@H](Cc3ccccc3)C(=O)OC)CC[C@]3(C)[C@H](CC[C@@H]4[C@@]5(C)C/C(=C/c6ccco6)C(=O)C(C)(C)[C@@H]5CC[C@]43C)[C@@H]12,115.6,90.8,96.1,80.2,102.6,92.9,92.9,105.7,102.0
COc1nc2ccccc2cc1-c1nc2c(cnn2-c2ccc(Br)cc2)c(=O)[nH]1,15.1,27.7,16.9,13.6,-34.2*,57.3,15.7,24.5,44.1
Cc1csc(/N=C(N)/N=C(\N)c2ccc(Cl)cc2)n1,105.5,102.7,98.6,94.9,nt,96.5,100.8,98.4,103.6
Nc1ccc2ccccc2c1C(=O)c1ccccc1,94.8,98.0,107.7,97.8,130.8,94.1,99.2,120.2,113.5
CC(C)Cc1ccc(C(C)c2nnc(Nc3nc4ccccc4s3)s2)cc1 (stereo not given),108.8,97.1,104.2,87.3,98.2,99.9,92.6,106.8,100.1
Cc1ccccc1NC(=O)CSc1[nH]c(=O)cc(C)c1C#N,114.9,103.7,98.1,nt,113.7,118.1,100.8,121.3,nt
CCOc1cc2c(c(OCC)c1OCC)C(=O)N[C@@H]1[C@@H](O)[C@@H](O)[C@H](O)C[C@@H]21,105.2,101.9,100.1,89.4,104.5,105.2,101.2,113.2,104.1
c1ccc(Nc2ncnc3onc(-c4ccccc4)c23)cc1,82.2,96.4,104.3,91.0,104.2,96.0,100.7,108.0,86.6
O=C(NCc1ccccc1)Nc1ncccc1OCc1ccccc1Cl,95.3,92.7,112.4,85.9,103.5,107.0,89.2,109.7,90.1
N#Cc1c(N2CCNCC2)nc2sc3cc(Cl)ccc3n2c1=N,101.7,101.9,93.9,87.1,107.0,99.9,104.5,110.7,106.5
O=C(/C=C/Nc1cc(-c2ccccc2)nn1-c1ccccc1)c1ccccc1,103.3,99.0,86.2,60.9,108.1,91.4,97.2,99.0,100.1
CCc1c(Nc2ccccc2Cl)[nH]c(N)nc1=S,107.7,107.4,94.5,nt,125.8,89.0,105.0,112.8,86.2
Cc1ccc(C(=O)C[n+]2cccc3c4ccccc4ccc32)cc1,33.9,22.5,23.4,18.7,30.3,21.1,17.8,35.7,31.3
COc1cc(NC(=O)CSc2nc3ccccc3c(=O)n2CCc2ccccc2)cc(OC)c1OC,-37.5*,30.0,51.6,41.8,-30.6*,53.8,-12.5*,45.9,65.9
O=[N+]([O-])c1ccc(N/N=C/c2c(O)ccc3ccccc23)nc1,50.9,34.9,25.1,nt,20.3,21.2,35.8,39.4,77.5
Nc1cc(S(=O)(=O)O)cc2cc(S(=O)(=O)O)c(N=Nc3ccc([N+](=O)[O-])cc3)c(O)c12,106.1,101.0,95.2,99.9,99.6,94.1,102.9,97.6,97.8
O=S(=O)(NCCNc1nccc(-n2cnc3ccccc32)n1)c1ccc(C(F)(F)F)cc1,62.2,63.5,44.7,45.5,72.9,28.4,69.6,71.8,86.2
COc1ccc(Nc2[nH]n3c(=O)cc(C)nc3c2C(=O)Nc2ccccc2)c(OC)c1,78.1,94.5,105.3,89.1,101.5,91.8,86.5,105.6,96.6

# New compounds follow.
SMILES,SK-OV-3,OVCAR-8,SF-295,PC-3,OVCAR-3,OVCAR-4,U251,DU-145,OVCAR-5
O=C(CCCCCCSc1nc(-c2ccccc2)cc(-c2ccc(Cl)cc2)n1)NO,0.8*,8.7*,27.1,39.9,25.2,41.3,0.7*,6.3*,21.6
O=S(=O)(Oc1ccc(-c2cn3ccoc3n2)cc1)c1ccc(Cl)c(C(F)(F)F)c1,105.1,103.8,96.7,101.4,nt,96.4,103.9,102.7,104.8
CSc1nc2[nH]c(=O)n(O)c(=O)c2n1Cc1ccccc1,69.9,84.1,51.4,67.3,85.0,99.5,47.3,65.4,102.6
COc1cc(-c2noc([C@@H](C)NS(=O)(=O)c3ccc(C)cc3)n2)cc(OC)c1OC,102.6,101.2,103.4,87.3,106.7,99.9,97.4,102.0,102.4
COc1cc2c(cc1OC)-c1ccc3cc4c(cc3c1N(CCCN1CCN(C)CC1)C2)OCO4,93.0,67.2,96.6,70.5,95.4,94.6,76.4,96.5,103.2
O=C(NCCCN1CCN(CCCNC(=O)C2CCCCC2)CC1)C1CCCCC1,91.6,101.3,84.5,91.3,99.3,102.3,96.9,110.4,104.0
CSc1ccc(NC(=O)Nc2ccccc2C(N)=O)cc1,110.2,103.0,96.7,nt,114.7,103.2,100.3,122.9,98.2
N#Cc1c(-c2ccc(F)cc2)n2c(nc1=O)NNCC2=O,104.1,104.6,109.5,107.6,114.9,107.0,101.6,120.6,107.5
CCCCCCCC/C=C\CCCCCCCCOc1ccc(CCOP(=O)(O)OCC[N+](C)(C)C)cc1,91.0,93.6,89.8,14.3,94.1,86.1,64.4,99.2,100.9
CC(C)C1=CC2=CC[C@H]3C(C)(C)CC(=O)C[C@]3(C)[C@H]2CC1,99.1,94.4,109.7,86.0,102.1,112.7,87.8,114.2,107.2
Nc1ccc(C(=O)Nc2nc3c(s2)C[C@@H](NC(=O)c2cc(Br)c(Br)[nH]2)CC3)nc1,94.0,48.3,68.2,61.0,65.7,71.6,66.9,79.2,115.6
COc1ccc(Sc2nc(N)nc3c2CCN(Cc2ccc(OC)cc2OC)C3)cc1,100.1,62.1,96.0,60.2,80.4,75.9,63.8,117.0,115.3
O=c1cc(CO)[nH]nc1CO,104.5,111.2,104.8,95.2,104.3,105.8,99.9,104.8,102.3
COc1cc(-c2noc(CSc3nc4ccccc4s3)n2)cc(OC)c1OC,101.6,95.6,101.8,83.7,106.8,101.0,94.5,103.5,93.1
CN1C(=O)N2CN3CCCN(C3)CN3C(=S)NC1C23 (stereo not given),93.3,100.7,104.7,98.4,106.9,102.2,101.3,103.1,109.3
NC(=O)OC[C@H](N)C(=O)O,109.1[20 µM],105.9[20 µM],101.8[20 µM],97.7[20 µM],113.8[20 µM],111.3[20 µM],95.3[20 µM],107.7[20 µM],95.5[20 µM]
O=C(Nc1ccc(Oc2cccc(F)c2)c(Cl)c1)c1ccccn1,107.7,102.8,93.2,66.4,94.7,78.0,78.2,91.4,97.3
CC(O)CC(C)(C)NC(=O)C(C)O (stereo not given),116.5,102.2,90.8,101.1,109.1,102.6,107.7,111.3,99.4
NC(=O)C(CO)c1ccccc1 (stereo not given),112.9,110.8,95.9,94.4,100.8,110.0,102.9,110.2,88.2
COc1ccc(S(=O)(=O)c2ccc(F)cc2)cc1,108.4,97.3,115.5,94.1,107.4,100.0,101.4,113.1,99.9
CC1(C)N=C(N)N=C(N)N1c1ccc(S(=O)(=O)Nc2nccs2)cc1,101.7,103.7,101.2,93.7,107.3,103.6,103.5,102.5,91.9

# In the list so far, two contain a furan ring, fused or not.
SMILES,SK-OV-3,OVCAR-8,SF-295,PC-3,OVCAR-3,OVCAR-4,U251,DU-145,OVCAR-5
Cn1c2ccccc2c2c3c(c4c5cc(F)ccc5oc4c21)C(=O)N(O)C3=O,87.7,72.8,84.6,64.0,nt,91.6,78.5,79.2,104.8
C=C(C)[C@@H]1CC[C@]2(C(=O)N[C@H](Cc3ccccc3)C(=O)OC)CC[C@]3(C)[C@H](CC[C@@H]4[C@@]5(C)C/C(=C/c6ccco6)C(=O)C(C)(C)[C@@H]5CC[C@]43C)[C@@H]12,115.6,90.8,96.1,80.2,102.6,92.9,92.9,105.7,102.0

# Compound profiles (already shown). Screens in order: SK-OV-3, OVCAR-8, SF-295, PC-3, OVCAR-3, OVCAR-4, U251, DU-145, OVCAR-5
# O=C(Nc1ccc(Oc2cccc(F)c2)c(Cl)c1)c1ccccn1 in the list: 107.7, 102.8, 93.2, 66.4, 94.7, 78.0, 78.2, 91.4, 97.3
# O=C(NCCCN1CCN(CCCNC(=O)C2CCCCC2)CC1)C1CCCCC1 in the list: 91.6, 101.3, 84.5, 91.3, 99.3, 102.3, 96.9, 110.4, 104.0

# Assay outcomes: PubChem BioAssay, NCI

# Rows are unselected; overall some 11% were active at least once.
